SENP1 inh: blocks the human SENP1 SUMO protease catalytic domain; recombinant SENP1 catalytic domain, CyPet-SUMO1-YPet FRET cleavage; Q9P0U3; inhibition, % at 10 µM; AID 624204; 360,000 compounds, 0.21% hits;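 active = inhibition at least 30% at 10 µM, raw YFP signal under a set limit, fluorescence ratio 0.5 to 1.5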;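 also: 0% = enzyme with DMSO and 100% = no enzyme wells; some results filed as inactive read as strong as hits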
Target sequence (Q9P0U3 419-644 limits assumed): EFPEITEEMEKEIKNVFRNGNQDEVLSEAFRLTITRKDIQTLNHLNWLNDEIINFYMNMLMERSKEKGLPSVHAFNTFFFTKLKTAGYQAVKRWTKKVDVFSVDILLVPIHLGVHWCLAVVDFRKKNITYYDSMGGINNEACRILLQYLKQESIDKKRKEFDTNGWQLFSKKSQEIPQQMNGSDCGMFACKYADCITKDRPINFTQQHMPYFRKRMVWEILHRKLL
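material = recombinant human SENP1 catalytic domain, His6-tagged | quantity = 20 pM enzyme | reagent = 25 nM SUMO1 FRET substrate | compound dosing = 10 µM single point, 0.5% DMSO | timing = 50 min enzyme reaction, room temperature, light-protected | detection = FRET, CFP and YFP emission | control set = no-enzyme low, enzyme-DMSO high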
SENP6 block: inhibitors of human SENP6 protease. inhibition, % at 10 µM. Q9GZR1. 330,000 compounds, 1.8% hits. Recombinant SENP6 catalytic domain, aminoluciferin luminescence;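 active = inhibition above about 50% at the single tested dose, limit read from the data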;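 also: plate controls were DMSO wells with enzyme for no effect and DMSO wells lacking enzyme for full effect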
SENP7 block: blocks the human protease SENP7 | Q9BQF6 | AID 434973 | 330,000 compounds, 1.5% hits | recombinant SENP7, Z-RLRGG-aminoluciferin luminescence, 40 min | inhibition, % at 5 µM;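 active = inhibition above about 50% at the single test dose, limit read from the data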;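 also: plate controls were DMSO with enzyme for no effect and no enzyme buffer wells for full effect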
Target sequence (Q9BQF6 706-1050 limits assumed): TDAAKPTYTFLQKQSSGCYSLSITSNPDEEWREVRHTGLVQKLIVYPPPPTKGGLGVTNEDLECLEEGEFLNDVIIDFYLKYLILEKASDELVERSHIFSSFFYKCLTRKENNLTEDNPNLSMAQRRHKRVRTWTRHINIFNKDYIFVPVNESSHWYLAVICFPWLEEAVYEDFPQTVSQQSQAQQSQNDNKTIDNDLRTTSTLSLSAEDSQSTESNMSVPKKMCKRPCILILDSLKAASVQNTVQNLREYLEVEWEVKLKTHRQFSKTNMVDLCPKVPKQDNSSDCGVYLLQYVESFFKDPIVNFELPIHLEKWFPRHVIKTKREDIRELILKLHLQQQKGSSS
Apaf1 inhib: inhibitors of human Apaf-1 apoptosome; reconstituted apoptosome caspase-3 activity, DEVD-Rh110 fluorescence; 330,000 compounds, 0.71% hits; O14727; inhibition, % at 20 µM; active = inhibition of at least 40% at 20 µM;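 also: plate controls were DMSO wells for no effect and DEVD-CHO caspase inhibitor wells for full effect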
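System: reconstituted apoptosome with Apaf-1, cytochrome c, caspase-9, procaspase-3, dATP; Signal: Rh110 fluorescence intensity; Schedule: 30 min compound preincubation, 50 min activation, room temperature; Reagent: cytochrome c trigger plus (Z-DEVD)2-Rh110 caspase-3 substrate.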
UBC13 polyUb: blocks human UBC13 polyubiquitin chain formation | TR-FRET | inhibition, % at 20 µM | 330,000 compounds, 0.47% hits; in the data active = inhibition above about 45%, passing the limit was not always enough
A3G deaminase: blocks human APOBEC3G single-stranded DNA deamination. recombinant A3G, ssDNA deamination FAM/TAMRA fluorescence. inhibition, % at 20 µM. 330,000 compounds, 0.28% hits. AID 493012;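 active = inhibition of at least 40% at 20 µM, with no more than 30% in the related APOBEC3A deaminase screen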;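 also: plate controls were DMSO wells with A3G for no effect and wells lacking A3G enzyme for full effect; some compounds called inactive have numbers as strong as hits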
Target sequence (Q9HC16 whole entry, looked up): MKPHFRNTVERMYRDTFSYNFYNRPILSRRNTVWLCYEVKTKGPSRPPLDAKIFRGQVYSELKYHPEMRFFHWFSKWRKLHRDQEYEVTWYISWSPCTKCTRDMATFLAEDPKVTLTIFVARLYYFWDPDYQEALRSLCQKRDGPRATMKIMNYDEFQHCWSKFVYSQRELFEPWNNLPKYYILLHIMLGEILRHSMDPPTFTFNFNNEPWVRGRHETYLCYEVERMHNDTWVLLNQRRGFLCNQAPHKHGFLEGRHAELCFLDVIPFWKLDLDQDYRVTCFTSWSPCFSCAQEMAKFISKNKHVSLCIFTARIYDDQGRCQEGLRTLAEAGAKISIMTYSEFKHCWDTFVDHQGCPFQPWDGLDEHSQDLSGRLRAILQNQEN
SENP8 block-1: SENP8 (human) protease inhibition; Q96LD8; recombinant SENP8, Nedd8 substrate fluorescence; inhibition, % at 20 µM; 360,000 compounds, 0.64% hits; AID 602440; in the data active = inhibition mostly above about 40%, no sharp cut-off; inactive = mostly below about 27%
SENP8 block-2: blocks the human protease SENP8. Q96LD8. purified SENP8, Z-RLRGG-aminoluciferin cleavage, luminescence. inhibition, % at 10 µM. 330,000 compounds, 1.2% hits. AID 2540; in the data active = inhibition above about 50%
* hit, by the source's call; / = not tested or not shown.

Values in the order – SENP8 block-1 | A3G deaminase | SENP8 block-2 | SENP7 block | SENP6 block | UBC13 polyUb | Apaf1 inhib | SENP1 inh
CCN(CC)CCCNC(=O)CNC(=O)c1nn(-c2ccc(OC)c(OC)c2)c(=O)c2ccccc12
→ 9 | -2 | -9 | -10 | -18 | 0 | 7 | 2
CC(CNC(=O)CCC(=O)N1CCOc2ccc(Cl)cc21)c1ccccc1 (stereo unspecified)
→ -1 | -9 | 12 | 2 | -17 | 1 | -1 | 2
N#Cc1nc(Cc2cccc3ccccc23)oc1NCCCn1ccnc1
→ 9 | 2 | -6 | 1 | -19 | 9 | 18 | -4
CN1C(=O)CC(N2CCN(c3ncccn3)CC2)C1=O (stereo unspecified)
→ 6 | -6 | 2 | 2 | 0 | 4 | -10 | 1
CC(C)C[C@H](NC(=O)NCc1ccc(F)cc1)C(=O)O
→ 11 | -8 | 6 | 8 | -2 | 15 | -31 | 3
Cn1nccc1C(=O)OCC(=O)Nc1ccccc1
→ 1 | 2 | -11 | -9 | -30 | -4 | -8 | 0
COc1ccccc1N1CCN(C(=O)CCc2nnc3ccc(N4CCCC4)nn23)CC1
→ -2 | -4 | 2 | -2 | -15 | -3 | 5 | 0
CC(C)C(NC(=O)c1ccccc1)C(=O)NCC(c1ccccc1)N(C)C (stereo unspecified)
→ 11 | -8 | -6 | -2 | -11 | -1 | -26 | 0
Cc1ccc(CNC(=O)C(=O)NCC(c2ccco2)N2CCOCC2)cc1 (stereo unspecified)
→ 13 | -3 | 5 | 2 | 4 | 4 | -8 | 2
COc1ccc(CN2CCN(C(=O)CCC(=O)Nc3nnc(CC(C)C)s3)CC2)cc1F
→ 12 | -2 | -4 | -17 | -3 | -6 | 2 | 2
NC(=O)c1cc[n+](CC(=O)NC(=O)Nc2ccccc2)cc1
→ -32 | 2 | 1 | 3 | 6 | 7 | -10 | 1
CCNc1nc(NCC)n2c(SCc3nc4ccccc4c(=O)[nH]3)nnc2n1
→ 16 | -6 | -16 | -11 | -17 | 1 | 3 | -1
CC(C)c1ccc(NC(=O)CC2Oc3ccccc3NC2=O)cc1 (stereo unspecified)
→ 12 | -2 | 2 | -1 | 3 | 7 | 15 | 2
On1cnnc1-c1ccccc1
→ 18 | -8 | -3 | 2 | 2 | 7 | -17 | 1
COC(=O)c1ccc(C(=O)OC)c(NC(=O)CCc2ccc(C)o2)c1
→ -105 | -5 | 6 | 3 | 6 | 6 | 10 | -28
CCCN1CCN(S(=O)(=O)c2ccc(OC)c(Br)c2)CC1
→ 20 | -2 | 0 | 1 | -13 | 0 | 16 | 0
O=C(O)COc1ccccc1/C=N/NC(=O)CN1CCN(S(=O)(=O)c2ccc(Br)cc2)CC1
→ 14 | -3 | -8 | 2 | -6 | -7 | -7 | 1
COc1cc(NS(=O)(=O)c2ccc(-c3ccc(=O)[nH]n3)o2)cc(OC)c1OC
→ 12 | -2 | 3 | 1 | -14 | -5 | -4 | 1
CC(C)(C)CC(=O)Nc1ccc(-c2cn3cccnc3n2)cc1
→ -319 | -5 | -5 | -6 | 0 | 16 | 5 | -7
CC1CCCCN1C(=O)c1ccc(Br)o1 (stereo unspecified)
→ 6 | 5 | 0 | -17 | 17 | 1 | 3 | -1
CC(=O)N1CCN(S(=O)(=O)c2cccc(C(=O)NCCc3ccc(Cl)cc3)c2)CC1
→ -5 | -4 | -7 | 0 | -10 | 3 | 2 | -3
O=C(CSc1nccc2ccccc12)N1CCN(Cc2ccc3c(c2)OCO3)CC1
→ 1 | -8 | 6 | 5 | 8 | 20 | -24 | 5
CCC(C(=O)Nc1nnc(-c2ccco2)s1)c1ccccc1 (stereo unspecified)
→ -144 | -1 | -14 | 17 | -2 | 4 | 15 | 0
CCOc1ccc(NC(=O)CCCN2C(=O)C(c3ccccc3)Oc3cccnc32)cc1 (stereo unspecified)
→ 5 | -5 | -10 | -7 | -9 | -1 | 15 | 1
O=C(NCc1ccco1)C1CCCN(S(=O)(=O)c2ccc(-n3cnnn3)cc2)C1 (stereo unspecified)
→ 8 | 0 | 2 | -8 | -12 | -12 | 3 | -2
CN(C)c1nccc(Nc2ccccc2)c1C#N
→ -98 | -2 | 1 | 5 | 4 | 7 | -8 | 4
COc1ccc(CNC(=O)CSc2nnc(-c3ccc(NC(C)=O)cc3)n2C)cc1
→ 9 | -6 | 4 | 1 | 3 | 7 | -22 | 0
COc1ccc2[nH]c(=O)c(CN(c3ccccc3)S(=O)(=O)c3ccccc3)cc2c1
→ -357 | -2 | 4 | 3 | 4 | 11 | 19 | 0
O=C(NC(=S)N1CCCCC1c1cccnc1)c1ccccc1 (stereo unspecified)
→ 46* | -9 | -9 | -1 | -26 | 1 | -5 | 3
O=C1C=C(c2ccccc2Oc2ccccc2)C[C@@H](c2ccc3c(c2)OCO3)C1
→ 9 | -3 | 0 | 0 | 0 | 5 | 10 | 2
COc1ccc(OC)c(-c2cc(C(=O)N3CCN(c4ccccc4)CC3)no2)c1
→ -257 | 0 | 0 | 1 | 2 | 15 | 12 | 2
O=C(NCC(=O)N(c1ccc2c(c1)OCCO2)C(C(=O)NC1CCCC1)c1ccco1)c1ccco1 (stereo unspecified)
→ 5 | -4 | -9 | -4 | -13 | -4 | 0 | -1
Cc1ccc(C(=O)N/C(=C\c2cccs2)C(=O)N2CCOCC2)cc1C
→ -5 | -6 | -6 | -1 | -10 | -20 | -7 | 1
CC1=C(C(=O)NCc2ccccc2)C(c2ccccc2OCC(N)=O)NC(=O)N1 (stereo unspecified)
→ 10 | -6 | 9 | 3 | 9 | 2 | -9 | -2
O=C(COC(=O)Cc1ccc(Cl)cc1)Nc1c(F)cccc1F
→ 15 | -2 | 3 | 8 | 8 | 1 | -1 | 6
CCC(=O)N(CC)C1=C(O)c2ccccc2C(=O)C1=O
→ 37 | 18 | 9 | 31 | 22 | -56 | 55* | -5
CCCNc1nc(Cl)nc(Nc2ccc(Cl)cc2)n1
→ 7 | -2 | 3 | -2 | -3 | 1 | 5 | -1
O=C(NNC(=O)c1ccccc1-n1cccc1)c1cncc(Br)c1
→ 7 | -4 | 1 | 9 | -2 | 1 | -4 | 1
COc1ccc(/C=N/NC(=O)c2ccccc2O)cc1Cn1cc(Cl)cn1
→ -445 | -7 | -6 | 1 | -6 | -4 | 9 | 0
O=C(CNC(=O)c1ccc(Oc2ccccc2)cc1)OC1CCCCC1=O (stereo unspecified)
→ 10 | 1 | 0 | 11 | 4 | 1 | 0 | -5
CCOc1ccc(CCNC(=O)/C=C/c2ccco2)cc1OCC
→ 3 | -7 | 3 | -3 | -7 | -6 | 4 | -3
CCOC(=O)N/N=C(\C)c1cccs1
→ 4 | -2 | -13 | 3 | -15 | -9 | 1 | 3
CCOC(=O)c1cnn(-c2nc(C)cc(C)n2)c1N
→ -8 | -2 | 3 | 1 | 6 | 5 | -4 | -1
COc1ccc(-n2c(=O)c3c4c(sc3n3c(=S)[nH]nc23)COC(C(C)C)C4)cc1 (stereo unspecified)
→ -9 | -7 | 6 | 1 | -8 | 1 | 6 | 0
O=C(O)Cn1cc(/C=C2/SC(=O)N(CC(=O)N3CCCCCC3)C2=O)c2ccccc21
→ / | -3 | -12 | 4 | 12 | -6 | 11 | /
Cc1cc(CSc2ccccc2C(=O)O)on1
→ 12 | -6 | -11 | -7 | -31 | -3 | -18 | -1
N#Cc1ccc(Oc2c(Cl)cncc2Cl)cc1
→ 20 | -9 | 1 | 7 | 9 | 3 | 2 | 0
CCc1ccccc1NC(=S)N(CCN1CCOCC1)C1CCN(C(C)=O)CC1
→ 26 | 0 | -3 | 1 | 1 | 6 | 1 | 4
Cc1cccc(C(CC(=O)NCCc2ccccc2)c2ccccc2)c1O (stereo unspecified)
→ 10 | -3 | 0 | -4 | -3 | -3 | 14 | -3
O=C(c1sc2ccccc2c1Cl)N(Cc1cccs1)C1CCS(=O)(=O)C1 (stereo unspecified)
→ 0 | -3 | 5 | -1 | 5 | 12 | 2 | -2
Cn1c(N)c(C(=O)COC(=O)c2ccc([N+](=O)[O-])o2)c(=O)n(C)c1=O
→ 29 | 6 | 0 | 11 | 28 | -6 | 32 | 2
O=C(COc1ccccc1)Nc1nonc1NC(=O)COc1ccccc1
→ 10 | -2 | -10 | -8 | 9 | -5 | 2 | 2
Brc1ccc(OCc2nc3ccccc3[nH]2)cc1
→ 14 | -7 | 56* | 66* | 62* | 3 | 27 | -8
CC1(C)Oc2ccc(C(=O)N3CCCC3)cc2N(CC(=O)NCc2ccccc2)C1=O
→ 16 | -3 | 1 | -1 | 0 | 1 | -6 | -1
CC1C(=O)C(C)C(c2ccc3c(c2)OCO3)NC1c1ccc2c(c1)OCO2 (stereo unspecified)
→ 2 | -3 | 3 | -5 | 9 | -22 | -2 | -2
Cc1nn(-c2ccccn2)c2c1-c1nc(N3CCOCC3)ncc1CC2
→ -482 | -5 | 3 | -7 | 1 | 15 | 2 | -2
COc1cc(C2CC(=O)Oc3cc(C)c(Br)c(C)c32)cc(OC)c1OC (stereo unspecified)
→ 7 | 2 | / | -5 | / | / | 24 | 0
Cc1ccccc1N(CC(=O)NCC1CCCO1)C(=O)CNS(=O)(=O)c1ccc(F)cc1 (stereo unspecified)
→ 1 | -1 | 0 | -1 | -26 | 6 | -5 | 2
Cc1ccc[n+](-c2nc([O-])sc2C=O)c1
→ 9 | -5 | -8 | -11 | -15 | -6 | 6 | 44
C=CCN(CC=C)C(=S)Nc1ccccc1
→ 12 | -6 | -2 | 1 | 5 | 10 | -19 | 3

Reformatted: results already given.
structure | SENP8 block-1 | A3G deaminase | SENP8 block-2 | SENP7 block | SENP6 block | UBC13 polyUb | Apaf1 inhib | SENP1 inh
Cc1cccc(C(CC(=O)NCCc2ccccc2)c2ccccc2)c1O (stereo unspecified) | 10 | -3 | 0 | -4 | -3 | -3 | 14 | -3
CCC(=O)N(CC)C1=C(O)c2ccccc2C(=O)C1=O | 37 | 18 | 9 | 31 | 22 | -56 | 55* | -5
CCOC(=O)N/N=C(\C)c1cccs1 | 4 | -2 | -13 | 3 | -15 | -9 | 1 | 3
CC1C(=O)C(C)C(c2ccc3c(c2)OCO3)NC1c1ccc2c(c1)OCO2 (stereo unspecified) | 2 | -3 | 3 | -5 | 9 | -22 | -2 | -2

(listing goes on)
Values in the order – SENP8 block-1 | A3G deaminase | SENP8 block-2 | SENP7 block | SENP6 block | UBC13 polyUb | Apaf1 inhib | SENP1 inh
CCOc1ccc(-c2ccc(SCc3ccccn3)nn2)cc1
→ -2 | 1 | -15 | -8 | -10 | -10 | 13 | -1
O=C(Nc1nc2n(n1)C(c1ccc(F)cc1)CC(c1ccccc1)N2)c1ccco1 (stereo unspecified)
→ 12 | -7 | -6 | -5 | 1 | 7 | -21 | 2
CCOC(=O)C1CCCCN1Cc1cn[nH]c1-c1ccc(F)cc1F (stereo unspecified)
→ 2 | -4 | -3 | -1 | 8 | -5 | -11 | 3
CC(=O)Oc1ccc(-c2csc(Nc3ccc(Cl)cn3)n2)cc1
→ -166 | -10 | 0 | -6 | 0 | 5 | 5 | 1
O=C(CSc1nc2c(c(=O)[nH]1)CCC2)Nc1ccc(F)cc1
→ -2 | -5 | 7 | 6 | 5 | 4 | -38 | -1
COc1ccccc1/C=C/C=N/n1c(-c2ccccc2)n[nH]c1=S
→ 22 | -3 | -6 | -1 | 18 | -12 | 7 | 4
COc1ccc(C(=O)COc2ccccc2C(N)=O)cc1
→ 12 | -2 | 1 | 10 | -14 | 2 | -8 | 3
CN(Cc1cccs1)C(=O)c1cc(S(=O)(=O)N2CCOCC2)ccc1F
→ 12 | -2 | -9 | -4 | -12 | -4 | 2 | 2

Screening results from PubChem.
